# GPR35 arrestin U2OS: GPR35 antagonists blocking zaprinast-driven arrestin recruitment, primary screen, imaging, U2OS, beta-arrestin-GFP, zaprinast agonist (AID 2058); U2OS GPR35 beta-arrestin-GFP translocation imaging, zaprinast antagonism; higher % means a stronger effect; one-dose inhibition, % at 10 µM; IC50 in µM for titrated hits; actives 0.052% (n = 290,000);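 active means inhibition of at least 50% with at least 30 cells and total cytoplasm GFP at most 10,000,000; inconclusive means under 30 cells or total GFP of 10,000,000 plus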
# NS5 inhibitors: flavivirus cap methylation enzyme inhibition – biochemical, confirmation dose response, primary screen (AID 588689); Dengue-2 NS5 methyltransferase capping enzyme assay, biochemical; higher % means a stronger effect; inhibition, % at 25 µM, or IC50 in µM where a hit was titrated; actives 0.3% (n = 340,000); in the data active means a potency from the dose series; inconclusive means inhibition above about 29% without an active follow-up result
# PhoP inhibition: PhoP-dependent GFP reporter repression – Salmonella Typhimurium, primary screen (AID 1863); S. Typhimurium PhoP-regulated promoter GFP reporter, 4 h; higher % means a stronger effect; one-dose inhibition, % at 50 µM; IC50 in µM for titrated hits; actives 0.16% (n = 300,000);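 active means inhibition over 29.93%, a cutoff 3 SD above the screen mean, later confirmed by dose response; inconclusive means inhibition over 29.93% but no dose response follow-up; inactive means inhibition at most 29.93% or unconfirmed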;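 further: 0% = low Mg2+ inducing control and 100% = high Mg2+ repressing control; strong numbers were not always called active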
# West Nile virus CPE: West Nile virus antiviral activity, cell-based, CPE readout (AID 1621). actives 0.02% (n = 290,000). CPE inhibition, % at 10 µM; hits with a dose series show IC50 in µM. West Nile virus-infected cells, CPE inhibition; higher % means a stronger effect; in the data active means a potency from the dose series; inconclusive means CPE inhibition mostly from about 3.7% at the one dose, without a potency; inactive means the rest, 99 in 100 with CPE inhibition below about 2.2%; further: strong numbers were not always called active
# CSM14.1 death rescue: protection against thapsigargin-triggered cell killing – 384-well, CSM14.1, ATP luminescence, primary screen (AID 1222). CSM14.1 thapsigargin-induced death rescue, ATP luminescence; higher % means a stronger effect. 190,000 tested, under 10 active. cellular ATP content (survival), % at 20 µM; hits with a dose series show EC50 in µM;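 active means EC50 below 50 µM in the dose-response confirmation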;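 further: death triggered by thapsigargin at about 15 µM added after 2 h compound pretreatment; cell ATP read after overnight thapsigargin exposure of roughly 18 to 22 hours; normalized against plate controls of thapsigargin alone and 5% DMSO vehicle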
# Rac1 GTP hydrolysis: MgcRacGAP GTPase-activating activity inhibitors, confirmation, biochemical, ADP Hunter fluorescence; actives 0.6% (n = 340,000); AID 624330; one-dose inhibition, % at 30 µM; IC50 in µM for titrated hits; MgcRacGAP-stimulated Rac1 GTP hydrolysis, ADP Hunter fluorescence; higher % means a stronger effect; GST-tagged Rac1 F28L mutant substrate;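 active means first-screen hits whose inhibition reached a set limit at any dose in the follow-up dose series; inconclusive means inhibition above the set first-screen limit but never retested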;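 further: fluorescence reports GDP produced by GAP-driven GTP hydrolysis; strong numbers were not always called active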
# SV40 large T antigen: TAg ATPase/helicase activity blockers – biochemical (AID 1903). SV40 large T antigen ATPase/helicase inhibition assay; higher % means a stronger effect. one-dose inhibition, % at 20 µM; IC50 in µM for titrated hits. actives 0.39% (n = 310,000); in the data active means a potency from the dose series; inconclusive means inhibition mostly from about 32% at the one dose, without a potency; inactive means the rest, 99 in 100 with inhibition below about 32%; further: strong numbers were not always called active
# LYP phosphatase: PTPN22 lymphoid phosphatase activity blockers – biochemical, fluorescence intensity, uHTS (AID 1779); inhibition, % at 11.5 µM, or IC50 in µM where a hit was titrated; recombinant LYP phosphatase, fluorescence intensity; higher % means a stronger effect; actives 0.054% (n = 290,000); in the data active means inhibition above about 50%;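 further: plate controls were vehicle with enzyme for no effect and no enzyme for full effect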
# RSV CPE inhibition: inhibition of RSV-induced cytopathic effect – HEp-2 cells, primary 10 µM value included (AID 2391); CPE inhibition, % at 10 µM; hits with a dose series show IC50 in µM; actives 0.13% (n = 310,000); HEp-2 cells, RSV-induced CPE inhibition; higher % means a stronger effect; in the data active means a potency from the dose series; inconclusive means CPE inhibition mostly from about 23% at the one dose, without a potency; inactive means the rest, 99 in 100 with CPE inhibition below about 21%; further: strong numbers were not always called active
# NS5 inhibitors pilot replicate: second read-out of NS5 inhibitors, no call of its own (marks repeat the call); inhibition, %; measured here: pilot screen replicate inhibition
# The depositor's hits bear a star; ? = inconclusive; nt = not tested or not shown.
SMILES,GPR35 arrestin U2OS,NS5 inhibitors,PhoP inhibition,West Nile virus CPE,CSM14.1 death rescue,Rac1 GTP hydrolysis,SV40 large T antigen,LYP phosphatase,RSV CPE inhibition,others
CCOC(=O)c1cnc2ccc(OCC)cc2c1NCCN1CCOCC1,12%,-4%,-6%,-0.6%,-0.9%,8%,7%,-10%,1.4%,
O=C(CN1CCN(c2ccc([N+](=O)[O-])cc2)CC1)Nc1ccccn1,-11%,4%,-6%,-1.2%,-0.5%,8%,4%,-6%,2.2%,
Cc1ccc(NC(=O)CCc2ccc(C)o2)cc1,-3%,-1%,2%,-0.8%,nt,-3%,6%,-11%,0.4%,
COC(=O)Cn1c(C(O)c2ccccc2)nc2ccccc21 (stereo not drawn),18%,7%,-2%,-0.5%,nt,0%,6%,-9%,1.9%,
Fc1ccc(CSc2ccc3nnc(-c4ccccn4)n3n2)cc1,3%,1%,3%,-0.6%,nt,7%,25%,-5%,2.3%,
O=C(NNc1nc2ccccc2s1)Nc1ccc(F)cc1,-6%,-4%,-8%,0.0%,nt,8%,24%,-15%,2.3%,
COCCNC(=O)C1CCC(=O)N1S(=O)(=O)c1ccc(C)cc1 (stereo not drawn),-4%,-10%,-7%,-0.8%,nt,11%,25%,-7%,0.5%,
O=C(Nc1ccc([N+](=O)[O-])cc1)C1COc2ccccc2O1 (stereo not drawn),-6%,nt,-1%,-0.2%,nt,12%,5%,-7%,5.8%,
CCN(c1ccccc1)S(=O)(=O)c1cc(C(=O)OC(C)C(=O)Nc2ccc3c(c2)OCCO3)ccc1C (stereo not drawn),-14%,5%,2%,-0.8%,-0.5%,6%,7%,2%,5.0%,
CC(SCC(=O)O)c1nc2ccccc2[nH]1 (stereo not drawn),-8%,-2%,3%,0.2%,nt,-1%,11%,-13%,1.6%,
NC(=O)c1nc(-c2ccco2)nc2c1[nH]c(=O)n2-c1ccc(Cl)c(Cl)c1,12%,0%,4%,?,nt,3%,9%,-9%,1.5%,
COc1ccc(C2NC(=O)Cc3cc(OC)c(OC)cc32)cc1OC (stereo not drawn),2%,4%,-4%,-0.3%,nt,17%,13%,-5%,0.6%,
Cc1ccc(Oc2nc3ccccc3n3c(C)nnc23)cc1,7%,-2%,2%,-0.1%,-0.2%,8%,11%,-8%,0.4%,
CC(=O)Nc1cccc(C(=O)OCCCOc2ccc(F)cc2)c1,-1%,-4%,0%,0.1%,nt,5%,6%,-4%,20%,
CCc1c(C)c2cc(Cl)c(O)c(CN(CC)CC)c2oc1=O,4%,-7%,9%,-1.1%,-0.8%,8%,22%,-79%,-0.2%,
COc1ccc(-c2cc(OC)c3ccccc3n2)cc1,12%,-4%,4%,-0.9%,-0.6%,8%,4%,5%,58%,
Cc1ccc(NC(=O)CN(C)C(=O)CCC(=O)c2cccs2)cc1,3%,-4%,19%,-0.8%,1.2%,5%,11%,-2%,1.1%,
O=C(/C=C/c1ccco1)NC(=S)Nc1ccc(Cl)cn1,5%,5%,-23%,0.0%,0.6%,4%,38%,4%,2.4%,
CC(=O)NC(CCS(C)(=O)=O)C(=O)Nc1cccc(Cl)c1Cl (stereo not drawn),10%,-2%,7%,0.2%,-4.5%,8%,6%,-3%,1.1%,
CC(C)C(OC(=O)c1ccco1)C(=O)NC1CCCC1 (stereo not drawn),2%,-2%,-4%,0.4%,nt,6%,10%,-3%,0.7%,
O=C(CSc1nnc(Cn2nnc3ccccc32)o1)N(Cc1ccc(F)cc1)c1ccccc1,6%,-5%,-5%,-0.6%,-0.7%,10%,0%,-4%,0.4%,
Cc1ccc(C)c(NC(=S)N2CCC(N(C)CC3CCCO3)CC2)c1 (stereo not drawn),10%,-6%,-3%,0.2%,-0.6%,10%,0%,-6%,-0.2%,
CCOc1ccc(N2CC(C(=O)Nc3nnc(Cc4ccc(OC)c(OC)c4)s3)CC2=O)cc1 (stereo not drawn),-9%,-2%,0%,-0.5%,nt,5%,9%,-1%,12%,
O=C(CSCc1ccco1)N1CCc2ccccc21,9%,-2%,3%,-0.1%,nt,16%,10%,-12%,3.1%,
CC(C)[C@H](NC(=O)c1ccccc1Br)C(=O)OCc1nc2ccsc2c(=O)[nH]1,nt,2%,-4%,nt,nt,4%,12%,nt,-2.4%,

# The list goes on (two carried over from the part before).
SMILES,GPR35 arrestin U2OS,NS5 inhibitors,PhoP inhibition,West Nile virus CPE,CSM14.1 death rescue,Rac1 GTP hydrolysis,SV40 large T antigen,LYP phosphatase,RSV CPE inhibition,others
O=C(CSCc1ccco1)N1CCc2ccccc21,9%,-2%,3%,-0.1%,nt,16%,10%,-12%,3.1%,
CC(C)[C@H](NC(=O)c1ccccc1Br)C(=O)OCc1nc2ccsc2c(=O)[nH]1,nt,2%,-4%,nt,nt,4%,12%,nt,-2.4%,
CC(C(=O)N(C1CC1)C1(C(=O)Nc2ccccc2)CCCC1)N1C(=O)c2ccccc2C1=O (stereo not drawn),-2%,1%,-10%,0.0%,1.2%,8%,6%,-8%,-1.5%,
CC(C)C(C(=O)NCC1CCCO1)N(C(=O)CNS(=O)(=O)c1ccc(F)cc1)C1CCCCC1 (stereo not drawn),12%,-8%,-1%,-0.8%,nt,0%,-3%,-4%,0.4%,
Cc1ccn2c(CNC(C)c3cn(C)nc3C)c(C(=O)N3CCCCCC3)nc2c1 (stereo not drawn),8%,-9%,-7%,-0.3%,nt,3%,5%,-10%,0.7%,
O=C(Nc1ccccc1)c1nn(-c2cccc(C(F)(F)F)c2)ccc1=O,1%,-7%,-4%,-0.9%,-0.1%,2%,3%,1%,2.8%,
Cc1nc2oc3c(NCC4CCCO4)ncnc3c2c2c1COC(C)(C)C2 (stereo not drawn),3%,-7%,-2%,1.1%,2.9%,10%,14%,-11%,0.0%,NS5 inhibitors pilot replicate=4.6
CC(C)CCNC(=O)c1cnn2c(C(F)(F)F)cc(-c3ccco3)nc12,7%,-2%,-1%,0.2%,-1.1%,-1%,4%,-7%,0.7%,
COc1ccc(NS(=O)(=O)c2cc3c(cc2C)N(C(C)=O)CCO3)cc1,4%,1%,nt,-1.0%,nt,7%,1%,-9%,1.6%,
CSc1ccccc1NC(=O)COC(=O)CCc1ccccc1,25%,4%,4%,0.2%,nt,7%,1%,-9%,1.4%,
COc1ccc(NC(=O)Nc2ccc(Br)cn2)cc1,-5%,2%,4%,-0.1%,1.4%,3%,19%,-1%,0.2%,
CC(=O)Nc1ccc(S(=O)(=O)Oc2cccc(N3C(=O)C4CCCCC4C3=O)c2)cc1 (stereo not drawn),9%,2%,0%,0.8%,-0.4%,-2%,7%,0%,-0.6%,
O=C(OCCN1CCCCC1)c1ccc(Cl)cc1,21%,-3%,4%,-0.2%,-1.5%,11%,3%,6%,6.0%,
FC(F)(F)c1cnc(Sc2nnc(-c3cccs3)n2CC2CCCO2)c(Cl)c1 (stereo not drawn),7%,-6%,-11%,-0.8%,6.7%,4%,5%,-7%,1.8%,
O=C(c1ccccc1)c1ccc2c(c1)OCCOCCOCCOCCO2,12%,-2%,-6%,-0.7%,nt,-8%,5%,-10%,1.8%,
C/C(=N\O)c1ccc2c3c([nH]c2c1)CCCC3,5%,21%,-1%,-0.3%,-3.6%,23%,3%,6%,-3.4%,
CC1=NNC(=O)C1CCC(=O)N/N=C/c1c(Cl)cccc1Cl (stereo not drawn),1%,-4%,-9%,0.4%,nt,7%,7%,-7%,-1.1%,
CC(=O)N1CCc2cc(S(=O)(=O)NCCC(=O)NC3CCN(Cc4ccccc4)CC3)ccc21,-8%,-6%,1%,-0.2%,3.6%,5%,-1%,-2%,0.5%,
CSc1nnc([C@H](C)NC(=O)OC(C)(C)C)o1,-5%,-3%,6%,-0.7%,1.1%,4%,-1%,-4%,2.7%,
N#C/C(C(=O)NCc1ccccc1)=C1/N=C(NC(=O)c2ccco2)c2ccccc21,-9%,-12%,-13%,-0.3%,nt,9%,9%,-2%,nt,
COc1cccc(CN2CCN(Cc3cccc4c3OCO4)CC2CCO)c1 (stereo not drawn),5%,-3%,-2%,-0.4%,0.0%,6%,7%,-6%,-1.6%,
COc1ccc(-c2cc(C(=O)Nc3cc(C)nn3-c3ccccc3)no2)cc1OC,0%,-12%,-5%,0.1%,0.2%,4%,16%,-8%,0.6%,
Fc1ccccc1-c1nc(-c2ccc(Cl)cc2)no1,nt,4%,nt,0.5%,nt,5%,nt,nt,-0.1%,
Cc1cc(NC(=O)CSc2ccc(-c3ccc(F)cc3)nn2)no1,-13%,2%,2%,0.1%,1.0%,5%,17%,2%,0.3%,
COc1ccc(N2CC(C(=O)Nc3ccc4c(c3)OCCO4)CC2=O)cc1 (stereo not drawn),-20%,7%,3%,0.3%,nt,6%,8%,-4%,0.9%,
CC(=O)Nc1ccc(N(C(=O)c2ccco2)C(C(=O)NC2CCCC2)c2cccs2)cc1 (stereo not drawn),-11%,-2%,10%,-0.4%,nt,3%,5%,-6%,-1.2%,
CCCn1c(SCC(=O)Nc2nnc(C)s2)nnc1-c1ccoc1C,-5%,-5%,5%,0.2%,-1.3%,3%,2%,-11%,0.7%,

# Continuation.
SMILES,GPR35 arrestin U2OS,NS5 inhibitors,PhoP inhibition,West Nile virus CPE,CSM14.1 death rescue,Rac1 GTP hydrolysis,SV40 large T antigen,LYP phosphatase,RSV CPE inhibition,others
Cc1cc(-c2nn3c(C)nnc3s2)ccc1NC(=O)C(C)(C)C,nt,4%,nt,2.1%,nt,1%,nt,nt,0.6%,
COc1cc(OC)c(N(C)S(=O)(=O)c2cccc(C(=O)OCC(=O)c3c[nH]c4ccccc34)c2)cc1Cl,4%,-7%,26%,-0.7%,-0.6%,9%,2%,2%,5.2%,
CCCn1nc(NC(=O)c2ccco2)c2cc3cc(C)ccc3nc21,-5%,14%,-6%,0.3%,nt,14%,26%,-4%,1.0%,
CCCSc1nc2sc3c(c2c(=O)n1-c1ccc(OC)cc1)CCN(C)C3,-18%,-4%,nt,-0.5%,nt,6%,nt,-7%,nt,
CCCc1ccc(OCCNC(=O)C2CCCCC2)cc1,-10%,-4%,-7%,-1.5%,-0.9%,11%,3%,-11%,3.6%,
Cc1cccc2c(=O)c(-c3ccc(Cl)cc3)c(NC(=O)c3ccco3)oc12,-5%,-5%,-10%,-0.4%,nt,9%,11%,-5%,1.0%,
C=CCOn1c(=O)c(-c2ccccc2)[n+]([O-])c2ccccc21,-8%,-3%,-8%,0.2%,-2.7%,6%,6%,-5%,0.7%,
O=C(Nc1ccc(F)cc1)c1cc(S(=O)(=O)N2CCCCC2)cs1,-6%,-5%,10%,-0.5%,-3.1%,6%,9%,-2%,2.5%,
O=C(CCSc1ccc(Cl)cc1)N1CCOCC1,-15%,-2%,-2%,-0.1%,-1.8%,12%,23%,-6%,0.6%,
